N370S GC mod – inhibits or activates N370S mutant glucocerebrosidase; P04062; Potency, µM (titrated, usually from 59.4 µM), for the others: at the highest dose activity change, negative = inhibition, actives largely listed as inhibitors; N370S GC spleen homogenate, 4MU-glucoside fluorescence; AID 2101; hit rate 0.092% among 330,000;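 also: 0% = full enzyme activity and -100% = no enzyme basal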
GCN5L2 inh – GCN5L2 (KAT2A) acetyltransferase inhibition. Q92830. Potency, µM (doses to about 58.9 µM), inactives show at the top dose activity change, negative = inhibition, hits mostly inhibitors. hit rate 0.21% among 390,000. GCN5L2 HAT assay, ThioGlo1 CoA-SH fluorescence
Target sequence (Q92830 whole entry, looked up): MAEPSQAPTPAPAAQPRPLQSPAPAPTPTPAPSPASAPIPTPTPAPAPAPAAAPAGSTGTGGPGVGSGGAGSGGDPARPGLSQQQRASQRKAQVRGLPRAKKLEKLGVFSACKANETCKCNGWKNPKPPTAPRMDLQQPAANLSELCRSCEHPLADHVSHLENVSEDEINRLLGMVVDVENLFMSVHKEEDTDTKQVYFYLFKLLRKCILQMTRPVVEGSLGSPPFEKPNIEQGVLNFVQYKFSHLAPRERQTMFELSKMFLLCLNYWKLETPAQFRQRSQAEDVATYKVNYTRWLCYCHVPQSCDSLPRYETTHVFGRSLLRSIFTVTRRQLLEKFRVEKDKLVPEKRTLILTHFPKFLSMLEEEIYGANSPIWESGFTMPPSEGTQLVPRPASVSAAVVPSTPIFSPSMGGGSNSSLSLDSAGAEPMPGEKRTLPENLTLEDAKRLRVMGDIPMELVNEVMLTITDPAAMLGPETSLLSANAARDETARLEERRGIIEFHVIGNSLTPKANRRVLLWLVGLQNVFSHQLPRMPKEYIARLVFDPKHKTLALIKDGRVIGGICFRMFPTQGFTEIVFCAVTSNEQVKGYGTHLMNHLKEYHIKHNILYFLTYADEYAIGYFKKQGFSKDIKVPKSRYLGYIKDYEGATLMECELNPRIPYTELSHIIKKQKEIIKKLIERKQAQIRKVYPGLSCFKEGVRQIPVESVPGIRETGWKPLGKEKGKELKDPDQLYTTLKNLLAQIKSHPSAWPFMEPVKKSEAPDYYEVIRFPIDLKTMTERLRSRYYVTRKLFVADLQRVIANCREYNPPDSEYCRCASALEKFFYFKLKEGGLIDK
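Titration-based screen in which CoA formation is detected via maleimide probe ThioGlo1 (50uM) turning fluorescent on thiol reaction; substrates H3(1-25) 75uM and acetyl-CoA 70uM, GCN5L2 20nM, 20 min incubation at room temperature.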
FEN1 inhibitor – blocks human flap endonuclease 1. Potency, µM (series often up to 114 µM), for inactives: top-dose activity change, negative = inhibition, usual class: inhibitors. hit rate 0.35% among 390,000. Recombinant FEN1 flap cleavage, fluorescence, 15 min. AID 588795. P39748; also: nearly all actives have a fitted effect of over 65% in size
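Recombinant FEN1 (10 nM) was preincubated with pin-transferred compounds for 15 min at room temperature, then flap DNA substrate (50 nM final) was added. Plates were read at 0 and 15 min, and normalized concentration–response data were fitted to a four-parameter Hill equation.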
Starred values were filed as active, the others as inactive; ? = inconclusive; / = not tested or not shown; [ ] = remark or other dose. Calls follow the shape of the dose curve; as a rule, active = well fitted curve in the direction sought with a large enough effect; inconclusive = small, poorly fitted or top-dose-only effect, or another doubt; inactive = no such curve, though single readings can be large; an effect the other way counts as inactive or inconclusive. Unless noted, % is scaled to controls: 0 for no effect and ±100 for the full control effect; potency is read from the fitted curve at half-maximal effect.

SMILES	N370S GC mod	GCN5L2 inh	FEN1 inhibitor
O=C(O)c1cccc(Nc2ccc([N+](=O)[O-])cn2)c1	-10%	-7%	-4%
CCn1c(SCC(=O)Nc2ccccc2)nnc1C1CCCCC1	4%	-3%	-8%
Cc1cccc(-c2onc3ccc(C4(C)OCCO4)cc23)c1	24%	-8%	?
C=CCNC(=O)c1ccc2c3n(nc2c1)-c1ccccc1CO3	17%	-3%	9%
CCCC(=O)N1c2nc(-c3ccco3)nn2C2(CCCCC2)[C@@H]2CCCC[C@@H]21	/	-8%	-12%
CN1CCN(CP(=O)(N2CCOCC2)N2CCOCC2)CC1	-11%	-3%	-7%
CC(Oc1ccccc1)C(=O)Nc1nnc(S(=O)(=O)N2CCCCC2)s1 (stereo not drawn)	0%	1%	-24%
Cc1cc(C)cc(N(CC(=O)NCc2ccccc2)C(=O)CCC(=O)Nc2ccccn2)c1	-12%	0%	-3%
CCOC(=O)N1CCC(NC(=O)c2ccc3c(c2)N(Cc2cc(C)ccc2C)C(=O)c2ccccc2S3(=O)=O)CC1	/	-9%	-1%
O=C(N/N=C/c1ccoc1)c1ccc(Br)cc1	-8%	-1%	-11%
CCCC(=O)Nc1ccc(C(=O)NCCCn2ccnc2)cc1	-4%	-6%	8%
Cc1c(NC(=O)COC(=O)/C=C/c2ccc(Cl)cc2)c(=O)n(-c2ccccc2)n1C	-4%	-2%	2%
Cc1ccc(C(=S)NCS(=O)(=O)c2ccc(C)cc2)cc1	3%	-2%	-2%
Cc1nc2ccc(C(=O)N3CCN(Cc4ccccc4)CC3)cc2[nH]1	-1%	-5%	-4%
Cc1nc(SCc2nc3ccc(Cl)cc3[nH]2)c2oc3ccccc3c2n1	/	-2%	5%
Cc1cc2c(N)cccc2nn1	5%	?	?
O=c1cc(-c2ccc(O)cc2)oc2c(-c3c(O)cc(O)c4c(=O)cc(-c5ccc(O)cc5)oc34)c(O)cc(O)c12	/	-12%	?
Oc1c(Br)cc(/C=N/NC(=S)NCc2ccco2)cc1Br	2%	-17%	1%
Cc1oc(-c2ccccc2Cl)nc1CN1CCCN(C(=O)c2ccco2)CC1	-2%	-8%	-5%
Cc1ccc(S(=O)(=O)N2CCOCC2)cc1C(=O)Nc1ccc(N2CCCCCC2)cc1	-10%	-17%	-13%
Cc1ccc(NC(=O)c2cnc(SCC(=O)NCC3CCCO3)n(C)c2=O)cc1C (stereo not drawn)	-5%	-8%	-2%
CN(C)c1ccc(CNC(=O)CN2C(=O)c3cccnc3Oc3ccc(Cl)cc32)cc1	/	-3%	-5%
CC(C)Cn1c(=O)c2ccccc2n2c(CCC(=O)N3CCN(c4cccc(Cl)c4)CC3)nnc12	/	-2%	4%
Cc1ccccc1C#N	-4%	1%	3%
COc1ccc(CC(=O)Nc2ccc3nc(Nc4cccc(Cl)c4)cc(C)c3c2)cc1OC	/	-12%	14%
O=C(OC1CCCCC1=O)c1cccc(S(=O)(=O)N2CCOCC2)c1 (stereo not drawn)	-3%	-4%	0%
O=[N+]([O-])c1ccc(Cl)c(S(=O)(=O)/N=C(/Nc2cccnc2)c2ccccc2)c1	/	-18%	-1%
CCOC(=O)C1CCN(CC(=O)Nc2ccc(S(=O)(=O)N3CCC(C)CC3)cc2)CC1	-8%	-3%	-16%
CCOC(=O)c1c(C)n(C)c2ccc(OC(C)=O)cc12	15%	-6%	3%
CCN(CC)C(=O)/C(=C\c1ccncc1)NC(=O)c1ccccc1	0%	-4%	0%
COc1ccc(NS(=O)(=O)c2cccc(C(=O)O)c2)cc1	-2%	3%	0%
Cc1ccc2c(c1)c1c(c(=O)n(-c3cccc(Cl)c3)c(=O)n1CC(=O)NCCC1=CCCCC1)n2C	/	-3%	-18%
Cc1ccc(S(=O)(=O)N2CCN(c3ccc([N+](=O)[O-])cn3)CC2)cc1	0%	-5%	4%
Cn1cnnc1SCNC(=O)C(F)(F)F	-14%	-1%	-3%
CCOC(=O)c1nnn(-c2nonc2-n2cccc2)c1C	-14%	-3%	-1%
CC(C)(C)OC(=O)C[C@@H]1C/C=C\C[C@H](CC(=O)N[C@H](CO)Cc2ccccc2)C(=O)N[C@H](C(C)(C)C)COC1=O	/	0%	6%
COc1ccc2c(c1)c(C(=O)CNc1nc(C)cs1)c(C)n2C	-3%	-3%	14%
CNC(=O)C1CC(=O)N(c2ccc(OCC(=O)NCc3ccccc3)cc2)C1 (stereo not drawn)	0%	-13%	1%
Cc1ccc(NC(=O)Cn2c(=O)cnc3ccccc32)cc1S(=O)(=O)N(C)C	-3%	7%	6%
CC1(c2ccc([N+](=O)[O-])cc2)NC(=O)N(CC(=O)c2ccc3c(c2)OCO3)C1=O (stereo not drawn)	-18%	-5%	-6%
COc1ccc(CC(NC(C)=O)C(=O)NC2CCN(c3nc(C)cc(C)c3C#N)CC2)cc1 (stereo not drawn)	?	0%	-14%
CC1CCC2C(C1)OS(=O)(=O)NC2(C)C (stereo not drawn)	-15%	-3%	/
COc1ccccc1N1CCN(C(=O)c2oc3ccccc3c2N)CC1	/	-4%	-17%
Cc1c(O)ccc(/C(Cc2ccc3ccccc3n2)=N\O)c1O	-15%	55%[activator]	7%
CON(C)S(=O)(=O)c1cccc(C(=O)Nc2ccc(S(=O)(=O)NC3=NCCCCC3)cc2)c1	-1%	-3%	1%
CCN(CC)C(=S)SCC(=O)c1ccc(Br)cc1	16%	-1%	-6%
C(=N\n1cnnc1)/c1cn(-c2cccs2)nc1-c1ccccc1	3%	-9%	-15%
Cc1cc(Nc2cccc(Cl)c2C)n2ncnc2n1	4%	1%	14%

For convenience, part of the list above.
SMILES	N370S GC mod	GCN5L2 inh	FEN1 inhibitor
COc1ccc2c(c1)c(C(=O)CNc1nc(C)cs1)c(C)n2C	-3%	-3%	14%
CNC(=O)C1CC(=O)N(c2ccc(OCC(=O)NCc3ccccc3)cc2)C1 (stereo not drawn)	0%	-13%	1%
Cc1ccc(NC(=O)Cn2c(=O)cnc3ccccc32)cc1S(=O)(=O)N(C)C	-3%	7%	6%
CC1(c2ccc([N+](=O)[O-])cc2)NC(=O)N(CC(=O)c2ccc3c(c2)OCO3)C1=O (stereo not drawn)	-18%	-5%	-6%
COc1ccc(CC(NC(C)=O)C(=O)NC2CCN(c3nc(C)cc(C)c3C#N)CC2)cc1 (stereo not drawn)	?	0%	-14%
CC1CCC2C(C1)OS(=O)(=O)NC2(C)C (stereo not drawn)	-15%	-3%	/

Going on with the list.
SMILES	N370S GC mod	GCN5L2 inh	FEN1 inhibitor
Cc1nc2cc(NC(=O)Nc3ccc(N4CCOCC4)cc3)ccc2n1C	22%	-9%	4%
CCOc1ccc(NC(=O)Cn2c(=O)n(-c3cccc(Cl)c3)c(=O)c3c2c2cc(C)ccc2n3C)cc1	/	3%	-4%
CCOc1ccccc1NC(=O)CN1CCC(C(=O)c2ccc(OC)cc2)CC1	-2%	-12%	7%
CCOc1cc(CNCCc2ccc(S(N)(=O)=O)cc2)ccc1OCc1ccccc1	6.3µM*	3%	0%
COc1ccccc1C1CC(c2ccccc2)Nc2ncnn21 (stereo not drawn)	2%[2.35 µM]	-5%	-11%
O=C(NC(=S)Nc1ccc(CN2CCOCC2)cc1)c1ccccc1[N+](=O)[O-]	0%	-4%	6%
CC[C@@]1(C(=O)OC)N[C@H](CN(C)C(=O)c2ccc(C)cc2)[C@@H]2C(=O)N(C)C(=O)[C@@H]21	/	-3%	-17%
CC(C)Oc1ccc(C(=O)N(Cc2ccc(N(C)C)cc2)Cc2ccco2)cc1	/	-7%	-10%
CCN(CC)CCNC(=O)/C(=C/c1cn(CC)c2ccccc12)NC(=O)c1cc(OC)c(OC)c(OC)c1	-7%	-10%	9%
O=C(Nc1ccc2c(c1)CCC2)c1cnc(Cl)c(Cl)c1	8%	-13%	3%
CCN(CC)c1ccc(/C=N/N2CCN(Cc3cccc4ccccc34)CC2)c(O)c1	-19%	-6%	0%
O=C(/C=C/c1ccc(O)c(O)c1)O[C@H]1C[C@@](O)(C(=O)O)CC(O)C1O (stereo partly drawn)	-11%	-16%	/

The closing four records of the part before are carried over, then new ones follow:
SMILES	N370S GC mod	GCN5L2 inh	FEN1 inhibitor
CCN(CC)CCNC(=O)/C(=C/c1cn(CC)c2ccccc12)NC(=O)c1cc(OC)c(OC)c(OC)c1	-7%	-10%	9%
O=C(Nc1ccc2c(c1)CCC2)c1cnc(Cl)c(Cl)c1	8%	-13%	3%
CCN(CC)c1ccc(/C=N/N2CCN(Cc3cccc4ccccc34)CC2)c(O)c1	-19%	-6%	0%
O=C(/C=C/c1ccc(O)c(O)c1)O[C@H]1C[C@@](O)(C(=O)O)CC(O)C1O (stereo partly drawn)	-11%	-16%	/
Oc1ccccc1N1CCN(Cc2ncc(-c3ccccc3)o2)CC1	-6%	-1%	8%
Cc1cccc(NC(=S)N(CCCN2CCCC2)Cc2cccn2Cc2ccc(Cl)cc2)c1	-15%	3%	-7%
Nc1nc(Nc2ccccc2)nc(NCc2ccco2)c1[N+](=O)[O-]	-5%	-6%	-23%
O=C(NCCc1ccccc1Cl)C1CCC(=O)N(Cc2cccc(C(F)(F)F)c2)C1 (stereo not drawn)	0%	-1%	3%
CCc1ccc(-n2nc(CO)c(C(=O)NC(C)c3ccc(Cl)cc3)n2)cc1 (stereo not drawn)	/	0%	6%
COc1ccc(/C=C/C(=O)c2cc(Cl)ccc2O)c(OC)c1	17%	-4%	0%
O=C(NC1CCCC1)C(=O)N(c1ccccc1F)C(C(=O)NCC1CCCO1)c1cccs1 (stereo not drawn)	4%	2%	-5%
CCN(CC)S(=O)(=O)c1ccc(N2CCOCC2)c(NC(=O)c2ccco2)c1	/	-1%	-14%
COc1cccc(CN2C(=O)C3CCCN3c3ccc(S(=O)(=O)N4CCOCC4)cc32)c1 (stereo not drawn)	-1%	-2%	/
Cc1cccc(NC(=O)CSc2ncnc3sc(C)cc23)c1	?	-5%	-3%
Cc1nc2ccc(NC(=O)CCC3CCCC3)cc2s1	-10%	-1%	-5%
Cc1ccc(C(=O)Nc2ccc(S(=O)(=O)NCc3ccco3)cc2)cc1	/	-9%	-7%
Cc1ccc(-n2nc(C(=O)O)nc2-c2ccccc2)cc1	7%	3%	1%
O=C(CCN1C(=O)COc2ccccc21)NCc1cccnc1	16%	-8%	9%
Cc1cccc(-n2c(SCC(N)=O)nnc2-c2ccccn2)c1C	1%	-8%	-5%
COc1cc2c(cc1OC)C(NC(=O)c1ccc(C)cc1)CC2=O (stereo not drawn)	-21%	19%	-13%
CCOC(=O)C1=C(C)N=c2s/c(=C/c3ccco3)c(=O)n2C1c1cccc(OC)c1 (stereo not drawn)	8%	-27%	8%
CC(=O)Nc1ccc(Nc2cc(N(C)C)c3nonc3c2[N+](=O)[O-])cc1	1%	-8%	7%
CCOc1ccc(N2C(=O)CC(N(CCc3ccc(OC)c(OC)c3)C(=O)/C=C/C(=O)O)C2=O)cc1 (stereo not drawn)	-1%	-5%	3%
COc1ccccc1CNC(=O)CCCNS(=O)(=O)c1cccc2nsnc12	1%	0%	4%
CC(=O)c1cccc(OCC(=O)N(C)CC(=O)NCc2ccco2)c1	/	-18%	?
Cc1nc2nc[nH]n2c(=O)c1C/C=C/c1ccccc1	-6%	-1%	15%
O=C(C1CCCN(Cc2nc(-c3cccs3)no2)C1)N1CCOCC1 (stereo not drawn)	3%	-4%	0%
O=C(Cc1cccs1)NCc1cccc(C(F)(F)F)c1	1%	2%	1%
O=C1C(Cc2ccccc2)Nc2ncnc(N3CCCCC3)c2N1Cc1ccc(Br)cc1 (stereo not drawn)	/	-8%	-5%
CC12CCC(C(=O)Nc3cccc4ccccc34)(C1Br)C2(C)C (stereo not drawn)	20%	-8%	-14%
CC(C)NC(=O)C(=O)NCCc1ccc(Cl)cc1	-6%	-5%	4%
O=[N+]([O-])c1ccccc1/C=C/CN1CCC(O)CC1	-4%	-6%	1%
CC1CCC(NC(=O)C(C)N2C(=O)C3CCCCC3C2=O)CC1 (stereo not drawn)	/	-2%	22%
CN1CCN(Cc2nnc(-c3ccccc3)o2)CC1	-4%	1%	17%
CCC(c1nnc(SCC(=O)Nc2cccc(S(N)(=O)=O)c2)n1Cc1ccccc1)N(C)C (stereo not drawn)	-18%	-16%	2%
CCOc1ccc(C2CC(c3cccc(OC)c3OC)n3nnnc3N2)cc1Cl (stereo not drawn)	-9%	-4%	2%
CCOC(=O)c1cccc(NC(=O)C(NS(=O)(=O)c2ccc3c(c2)CCN3C(C)=O)C(C)C)c1 (stereo not drawn)	-9%	0%	-2%
CCSc1nnc2c(n1)OC(c1ccc(C(=O)O)cc1)N(C(C)=O)c1ccccc1-2 (stereo not drawn)	-4%	-10%	18%
O=C(Nc1ccc(C(F)(F)F)cc1)C1CCCN(c2cnccn2)C1 (stereo not drawn)	/	0%	-5%
COc1cccc(/C=C/c2ccc3ccccc3n2)c1OC(C)=O	6%	-11%	-13%
O=S(=O)(c1ccccc1)N1CCC(=NO)CC1	-4%	2%	6%
Cc1ccc(S(=O)(=O)N(CC2CO2)c2cccc([N+](=O)[O-])c2)cc1 (stereo not drawn)	7%	-3%	-2%
